PTHR1 ag: agonists of human PTHR1 parathyroid hormone receptor | HEK293 GP2 PTHR1 cells, GloSensor cAMP luminescence, 1 h | Potency, µM (highest dose often 115 µM), without a hit: top-dose activation, hits mostly activators | 0.075% of 410,000 active; note: potency is the fitted concentration of half-maximal effect; nearly all actives have a fitted effect of over 55% in size; some results filed as inactive show a strong effect at the top dose; inactives centre near -15; many of its hits are not listed in these tables
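HEK-293-derived GP2 cells expressing PTHR1 and a GloSensor cAMP reporter, 3,000/well, plated overnight, given luciferin plus IBMX (each 0.5 mM as added) for 1 h at 37 °C, then compound for 1 h at 37 °C. Luminescence was read after 15 min at room temperature.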
HEK293 tox: cytotoxicity counter-screen for GLP-1 receptor inverse agonists | HEK293 cAMP-luciferase reporter cells, luminescence, 24 h | Potency, µM (doses to about 38.3 µM), without a hit: at the highest dose activity change, negative = inhibition, actives largely listed as inhibitors | 0.13% of 410,000 active;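 note: loss of luciferase light is scored as toxicity; potency is the fitted concentration of half-maximal effect; % is set by controls: 0 for no effect and ±100 for the full control effect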
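Quantitative HTS format, 1536 wells, 200 cells/uL seeded. Compounds: 23 nL, 24 h, 37 °C. Detection: luciferase reagent, luminescence at 12 min RT; decreased signal taken as cytotoxic.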
EPAC1 ag: agonists of human EPAC1; Potency, µM (highest dose often 154 µM), for the others: top-dose activation, most hits filed as activators; EPAC1 agonist qHTS, biochemical assay; response scale: 100% = response to 6.5 mM cAMP; AID 720707; 0.073% of 360,000 active; note: potency is the fitted concentration of half-maximal effect; nearly all actives have a fitted effect of over 60% in size
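Read-out is the fluorescence drop as BODIPY-GDP leaves Rap1B (480 nm excitation, 540 nm emission), recorded every 5 minutes over 30 minutes. Reactions held 100 nM EPAC1, 250 nM Rap1B–BODIPY-GDP and 50 uM GDP, with 6.5 mM cAMP setting full activation.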
IL-2 act: IL-2 activation; activation, % (series mostly up to about 46 µM); 0.065% of 360,000 active; IL-2 activation reporter assay, cell-based qHTS; stimulated with anti-CD3/CD4/CD28 beads; in transgenic mouse T cells; in the data active = activation above about 50%; inconclusive = mostly about 30% to 49%; note: 0% is about no effect
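Quantitative HTS in unstimulated transgenic mouse T cells, with memory T cells as non-tolerant control and PMA/ionomycin as tolerance-bypass control. Compound pretreatment lasted 60 minutes before 18 h bead stimulation; EGFP/DsRed fluorescence read.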
GLP1R ag: agonists of human GLP-1 receptor; Potency, µM (doses to about 45.6 µM), inactives show at the top dose activation, actives largely listed as activators; HEK293 GLP-1R CRE-luciferase, luminescence, 4-6 h; cells express a hypersensitive GLP-1R form; P43220; 0.007% of 380,000 active; note: potency is the fitted concentration of half-maximal effect; % of control where 0% means no effect
GLP1R inv ag: GLP-1 receptor (human) inverse agonism; P43220; 1.6% of 410,000 active; AID 624417; HEK293 GLP-1R CRE-luciferase, luminescence, 24 h; GLP-1R form is constitutively active; Potency, µM (titrated, usually from 38.3 µM), for the others: at the highest dose activity change, negative = inhibition, most hits filed as inhibitors; note: potency is the fitted concentration of half-maximal effect; % is set by controls: 0 for no effect and ±100 for the full control effect; nearly all actives have a fitted effect of over 55% in size
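Assay principle: reduced luminescence from a cAMP-responsive reporter in HEK293 cells co-expressing a constitutively active GLP-1R. Conditions: 24 hr compound incubation, 37 deg C, 5% CO2.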
PLK1 PBD block: inhibitors of human PLK1 polo-box domain binding. Plk1 PBD binding of FITC phosphopeptide, fluorescence polarization. P53350. 2.8% of 360,000 active. AID 720504. Potency, µM, for inactives: max response, negative = inhibition, actives largely listed as inhibitors; note: potency is the fitted concentration of half-maximal effect; series mostly up to about 57 µM; % is set by controls: 0 for no effect and ±100 for the full control effect; nearly all actives have a fitted effect of over 65% in size
Target sequence (P53350 whole entry, looked up, the tested form may be a part): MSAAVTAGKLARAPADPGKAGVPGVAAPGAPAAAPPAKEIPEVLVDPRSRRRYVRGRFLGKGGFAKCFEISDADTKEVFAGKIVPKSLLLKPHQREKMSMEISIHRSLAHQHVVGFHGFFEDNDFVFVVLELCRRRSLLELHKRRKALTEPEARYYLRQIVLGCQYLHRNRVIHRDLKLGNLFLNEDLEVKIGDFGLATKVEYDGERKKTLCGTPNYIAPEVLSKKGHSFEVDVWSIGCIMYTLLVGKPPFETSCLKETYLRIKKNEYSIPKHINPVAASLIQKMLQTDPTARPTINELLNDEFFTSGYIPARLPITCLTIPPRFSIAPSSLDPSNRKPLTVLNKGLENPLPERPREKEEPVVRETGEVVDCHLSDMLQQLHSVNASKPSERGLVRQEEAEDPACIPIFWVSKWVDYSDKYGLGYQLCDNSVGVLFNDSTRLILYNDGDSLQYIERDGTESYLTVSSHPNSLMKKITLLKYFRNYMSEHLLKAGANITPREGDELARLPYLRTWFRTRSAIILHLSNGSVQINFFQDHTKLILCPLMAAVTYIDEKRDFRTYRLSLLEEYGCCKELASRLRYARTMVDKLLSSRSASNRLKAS
EPAC1 antagonist: EPAC1 (human) antagonism. O95398. Potency, µM (series often up to 115 µM), for the others: at the top dose activity change, negative = inhibition, most hits filed as inhibitors. EPAC1 GEF assay, Rap1b-BODIPY-GDP exchange fluorescence. 0.14% of 360,000 active;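 note: potency is the fitted concentration of half-maximal effect; plate controls were vehicle for no effect and positive control for full effect; nearly all actives have a fitted effect of over 50% in size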
PI5P4K alpha inh: inhibitors of human PI5P4K alpha; P48426; PI5P4Kalpha enzyme, ADP-Glo luminescence, 60 min; hits give low values; max response, %; 1.2% of 330,000 active; active = max response of -50% or lower; inconclusive = between -30% and -50%; inactive = -30% or higher; note: value at the top dose of about 77 µM; % is set by controls: 0 for no effect and ±100 for the full control effect
Target sequence (P48426 whole entry, looked up): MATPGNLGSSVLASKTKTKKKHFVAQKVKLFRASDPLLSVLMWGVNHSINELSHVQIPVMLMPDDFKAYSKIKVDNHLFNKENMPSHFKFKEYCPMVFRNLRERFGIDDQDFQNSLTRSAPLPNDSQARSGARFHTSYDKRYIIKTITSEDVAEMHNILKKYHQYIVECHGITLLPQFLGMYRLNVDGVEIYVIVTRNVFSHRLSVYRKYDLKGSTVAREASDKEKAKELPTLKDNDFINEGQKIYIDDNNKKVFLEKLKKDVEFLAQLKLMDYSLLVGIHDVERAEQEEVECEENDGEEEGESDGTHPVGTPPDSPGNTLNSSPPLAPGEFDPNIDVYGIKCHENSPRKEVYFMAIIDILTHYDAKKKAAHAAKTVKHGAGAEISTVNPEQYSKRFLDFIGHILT
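ADP-Glo luminescence end-point read after a 60 min room-temperature kinase reaction of PI5P4Kalpha plus substrate, initiated with ATP at 5 microM final. Buffer: 0.038 M HEPES pH 7.4, EGTA, 0.1% CHAPS, 5% DMSO.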
* = called active by the depositor; i = inactive; ? = inconclusive; / = not tested or not shown; [ ] = remark or other dose. Unless noted, calls come from the whole dose curve; as a rule, active = well fitted curve in the direction sought with a large enough effect; inconclusive = small, poorly fitted or top-dose-only effect, or another doubt; inactive = no such curve, though single readings can be large; an effect the other way counts as inactive or inconclusive. Only part of the results is shown (hit frequency here may not be typical).

SMILES	PTHR1 ag	HEK293 tox	EPAC1 ag	IL-2 act	GLP1R ag	GLP1R inv ag	PLK1 PBD block	EPAC1 antagonist	PI5P4K alpha inh
COc1ccc(-c2nc(NC(=O)c3ccc(OCC(=O)Nc4ccc(F)cc4)c(OC)c3)sc2C)cc1	-8.2%	?	-4.6%	-1.5	-22.6%	?	-9.4%	-2.1%	-1.2
Cc1ccc(Sc2cc(C(=O)c3ccccc3C(=O)O)ccc2[N+](=O)[O-])cc1	-13.6%	-15.4%	-9.2%	-1.5	-7.2%	-25.7%	?	-16.5%	-3.0
O=C(CSc1nnc(-c2ccc(Cl)cc2)n1-c1ccc(Cl)cc1)N/N=C/c1ccco1	i	-4.5%	-3.7%	0.2	-4.4%	?	8.3%	-2.1%	-10.8
Cc1c(Cl)cccc1NC(=S)N(CCCN1CCOCC1)Cc1ccco1	-21.1%	-0.9%	1.1%	0.3	5.4%	?	-16.7%	-23.9%	-0.6
O=C(CC1S/C(=N/N=C/c2ccco2)NC1=O)Nc1ccccc1 (stereo not given)	i	-21.0%	-6.3%	-1.1	0.1%	-18.8%	-9.3%	-2.7%	-4.4
C[C@H](NC(=O)[C@H](Cc1ccccc1)n1c(=O)[nH]c2ccccc2c1=O)C(=O)N1CCC[C@H]1C(=O)O	-29.5%	-6.3%	-0.2%	0.5	-1.1%	15.5%	-3.8%	-2.6%	1.4
CC(OC(=O)c1ccc2c(c1)OCCO2)C(=O)c1ccccc1 (stereo not given)	-46.7%[inhibitor]	0.1%	14.9%	-5.1	-3.7%	?	1.8%	-12.5%	0.7
CC(C)(C)c1nc2ccc(Cl)cn2c1CC1CCCCC1	i	4.2%	-6.9%	-0.6	0.8%	-29.1%	-9.7%	-27.2%	4.5
Cc1ccc(C(=O)NCC(=O)OCCOc2ccccc2Cl)cc1	2.5%	3.8%	-3.6%	0.0	11.3%	15.7%	-3.5%	-5.2%	3.4
Cc1cc(C(C)(C)C)oc1C(=O)N(CC(=O)NC1CCCC1)Cc1ccc(F)cc1	i	-1.5%	-7.7%	-1.0	-10.8%	-7.9%	-3.3%	2.8%	/
Cc1cc(NC(=O)CCC(=O)N(Cc2ccco2)C(C(=O)NCC2CCCO2)c2ccncc2)no1 (stereo not given)	i	-0.6%	3.6%	1.5	2.0%	6.4%	-22.5%	-7.4%	-3.7
CCN(CC(=O)Nc1cc(Cl)ccc1C)C(=O)COc1cccc2c1OC(C)(C)C2	-45.1%[inhibitor]	3.5%	-3.0%	-2.8	-5.2%	?	1.9%	-2.1%	-2.0
CC(CNC(=O)COC(=O)c1ccco1)c1ccccc1 (stereo not given)	-2.6%	-5.4%	0.7%	-0.8	8.5%	-22.1%	-9.8%	-6.0%	0.7
O=C(CSc1ccc(-c2cccc([N+](=O)[O-])c2)nn1)NC1CCCC1	-1.8%	0.5%	10.6%	-0.1	6.4%	27.2%	-6.8%	6.3%	-2.2
COc1ccc(OC)c(S(=O)(=O)Nc2ccc(-c3ccc4nncn4n3)cc2)c1	i	-2.6%	-5.5%	1.9	?	99.3%[activator]	26.7µM*	-3.5%	-19.9
COc1ccc(NS(=O)(=O)c2ccc(-c3coc(C)n3)cc2)c(OC)c1	-77.3%[inhibitor]	-7.8%	-3.7%	-3.0	-0.6%	-27.7%	-12.0%	2.2%	-2.8
O=C(NCC(=O)N(c1ccccc1F)C(C(=O)NC1CCCC1)c1cccnc1)c1ccco1 (stereo not given)	-1.3%	-1.1%	-2.5%	0.4	6.0%	1.3%	-13.2%	-7.7%	0.3
Cc1ccc(NC(=O)CCNC(=O)Nc2ccccc2)cc1S(=O)(=O)N(C)C	-60.4%[inhibitor]	-2.9%	2.1%	0.4	-3.6%	-6.0%	-7.5%	-2.1%	-4.2
O=C(NC1CCCc2ccccc21)C1CCN(S(=O)(=O)c2ccccc2)CC1 (stereo not given)	i	-21.0%	-2.5%	1.1	9.8%	-14.2%	0.3%	6.3%	1.9
COc1ccc(N=Nc2cc(-c3ccccc3)ccc2O)cc1	-11.1%	-13.4%	1.0%	-2.6	-2.3%	55.2%[activator]	1.9%	-17.5%	32.9

PLK1 PBD block: entries above that show a hit.
structure	PTHR1 ag	EPAC1 ag	GLP1R ag	GLP1R inv ag	PLK1 PBD block	EPAC1 antagonist	PI5P4K alpha inh
COc1ccc(OC)c(S(=O)(=O)Nc2ccc(-c3ccc4nncn4n3)cc2)c1	i	-5.5%	?	99.3%[activator]	26.7µM*	-3.5%	-19.9

The listing picks up with the 4 entries that preceded the break.
SMILES	PTHR1 ag	HEK293 tox	EPAC1 ag	IL-2 act	GLP1R ag	GLP1R inv ag	PLK1 PBD block	EPAC1 antagonist	PI5P4K alpha inh
O=C(NCC(=O)N(c1ccccc1F)C(C(=O)NC1CCCC1)c1cccnc1)c1ccco1 (stereo not given)	-1.3%	-1.1%	-2.5%	0.4	6.0%	1.3%	-13.2%	-7.7%	0.3
Cc1ccc(NC(=O)CCNC(=O)Nc2ccccc2)cc1S(=O)(=O)N(C)C	-60.4%[inhibitor]	-2.9%	2.1%	0.4	-3.6%	-6.0%	-7.5%	-2.1%	-4.2
O=C(NC1CCCc2ccccc21)C1CCN(S(=O)(=O)c2ccccc2)CC1 (stereo not given)	i	-21.0%	-2.5%	1.1	9.8%	-14.2%	0.3%	6.3%	1.9
COc1ccc(N=Nc2cc(-c3ccccc3)ccc2O)cc1	-11.1%	-13.4%	1.0%	-2.6	-2.3%	55.2%[activator]	1.9%	-17.5%	32.9
CCCNC(=O)C1CNc2ccccc2O1 (stereo not given)	-1.0%[57.5 µM]	6.8%	-0.5%	-0.2	7.8%	26.9%	-3.7%	8.1%	0.6
Cc1ccc(OCC(=O)NCCCNC(=O)c2ccco2)cc1C	i	-1.6%	6.0%	0.5	5.3%	4.8%	2.5%	-16.4%	0.3
Cc1ccsc1C(=O)OCC(=O)NCC1CCCO1 (stereo not given)	i	12.5%	2.2%	0.3	1.1%	7.1%	-6.8%	11.4%	-6.0
COc1ccc(S(=O)(=O)N2CCOCC2)cc1NC(=O)Cc1c(F)cccc1Cl	i	-3.7%	-0.4%	-0.1	5.9%	12.0%	-2.7%	3.9%	1.4
COc1ccc(Cl)cc1C=CC=NNS(=O)(=O)c1ccc(C)cc1	i	12.0%	5.2%	-6.6	-1.6%	?	1.1%	-3.9%	1.9
O=C(Nc1ccc2nc3n(c(=O)c2c1)CCCCC3)C(=O)N1CCN(c2ccc(F)cc2)CC1	?	-0.6%	-17.7%	-2.0	-3.6%	13.1%	6.7µM*	-11.9%	-13.9
O=C(NN(C(=O)c1ccccc1)c1ccccc1)c1ccccc1	i	-11.8%	8.1%	0.3	-0.4%	?	-1.3%	1.2%	0.0
CC(O)CNC(=O)c1ccc(-c2nn(C)c(=O)c3ccccc23)cc1 (stereo not given)	-22.0%	-25.3%	-6.2%	-1.6	2.3%	4.5%	2.0%	5.6%	0.7
O=C(NCCC1=CCCCC1)c1coc(=O)c(Br)c1	-45.1%[inhibitor]	?	-11.4%	-5.1	-10.7%	?	-2.5%	10.1%	1.9
O=C(NNC(=O)c1cnccc1C(F)(F)F)c1ccccc1	i	1.8%	3.7%	-0.4	5.8%	-16.1%	1.4%	2.0%	4.5
Cc1c(S(=O)(=O)Nc2ccc3c(c2)OCCO3)c(=O)n(C)c(=O)n1C	i	1.6%	5.9%	-2.9	-4.9%	7.4%	-0.4%	13.1%	3.6
O=C(NCC1CCCO1)/C(=C/c1cn(-c2ccccc2)nc1-c1cccnc1)NC(=O)c1ccccc1 (stereo not given)	i	-0.7%	9.2%	0.3	6.5%	-3.1%	-3.6%	-21.5%	7.3
CC(C)(C)OC(=O)NCCCC[C@H](NC(=O)c1[nH]cnc1C(=O)Nc1ccccc1)C(=O)OC(C)(C)C	-38.6%[inhibitor]	-16.1%	-35.5%[inhibitor]	-0.2	-0.1%	?	-10.5%	-12.4%	12.3
COc1ccc(S(=O)(=O)N(C)C[C@H]2Oc3ccc(NC(=O)Nc4ccc5c(c4)OCO5)cc3C(=O)N([C@H](C)CO)C[C@@H]2C)cc1	-17.8%	3.9%	-8.6%	0.4	7.0%	-1.2%	0.9%	-18.2%	1.9
Cc1ccc(NC(=O)CSCC(=O)Nc2cc(S(=O)(=O)N3CCOCC3)ccc2OC(C)C)cc1	?	-1.3%	7.9%	-0.1	12.1%	12.7%	-9.9%	-3.0%	3.4
N#CC1(NC(=O)CSc2nc3ccccc3s2)CCCCC1	-27.3%	-13.8%	-1.3%	1.0	15.0%	?	-10.2%	-3.9%	0.3
CCCCn1nnnc1SCC(=O)NC1CCCCC1	i	-0.1%	9.5%	1.2	18.5%	11.8%	-10.6%	-1.1%	0.0
CCOC(=O)N1CCC(N2Cc3cccc(C(=O)Nc4ccccc4OC)c3C2=O)CC1	-1.4%	?	2.3%	-3.5	-0.6%	10.7%	-6.4%	13.8%	-2.3
CCC(=O)NCCc1nc2cc(NC(=O)c3cccs3)ccc2n1C	-8.8%	21.5%	-2.3%	0.2	7.5%	134.9%[activator]	-2.1%	6.5%	-3.5
CN(C)CC(c1ccccc1)c1ccccc1	i	4.5%	-2.0%	-0.7	4.5%	-5.0%	-1.0%	-0.1%	-3.3
CC1C(=O)NN=C1c1ccc([N+](=O)[O-])cc1 (stereo not given)	18.1%	9.2%	7.2%	1.5	-0.6%	16.8%	-23.3%	-18.4%	-6.6
COc1ccc(S(=O)(=O)Nc2ccc(C)cc2)cc1N(C)S(=O)(=O)c1ccc(Cl)cc1	-1.9%[57.5 µM]	-28.5%	?	-1.3	-5.7%	?	-9.1%	-12.1%	/
CCN(CC)S(=O)(=O)c1ccc(N2CCOCC2)c(NC(=O)C2CSC3(C)CCC(=O)N23)c1 (stereo not given)	-3.8%	-0.4%	-1.2%	-5.9	14.9%	26.2%	?	2.3%	-9.7
CNC(=O)C(=O)NCC1OCCN1S(=O)(=O)c1ccc(OC)c(OC)c1 (stereo not given)	i	4.0%	-6.3%	-1.3	26.3%	7.2%	3.3%	-3.0%	-1.9

High-throughput results: PubChem, National Center for Advancing Translational Sciences (NCATS)
